Bioassay records from PubChem.
esBAF inh – blocks esBAF chromatin remodeling in mouse ES cells | Bmi1-luciferase knock-in reporter, 24 h; 100% = twice the neutral-well signal | 350,000 compounds, 2% hits | reporter increase, % at 12.5 µM; in the data active means activation above about 40%; inconclusive means no clear call, values can overlap the other calls;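 further: 0% = median of the plate's neutral control wells and 100% = double that signal; a rise in the Bmi1 reporter signal indicates esBAF inhibition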
Statin myotox sup – suppressors of simvastatin-induced myotoxicity in C2C12 myotubes; 330,000 compounds, 0.78% hits; ATP luminescence, 48 h; scaled: DMSO 0, geranylgeraniol control 100; rescue of ATP level, % at 7.49 µM;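 active means mean ATP rescue above about 67%, or every replicate alone reaching that limit, limit read from the data, passing the limit was not always enough; inconclusive means no clear call, values can overlap the other calls; inactive means mean under the limit and some replicate under it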;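 further: myotubes were challenged with 10 µM simvastatin during compound exposure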
Cneo AK release – causes C. neoformans cell lysis. adenylate kinase release luminescence, 4 h; normalised: neutral wells 0, clomiphene wells 100. lysis activity, % at 15 µM. AID 651654. 360,000 compounds, 0.2% hits;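 active means mean lysis activity across replicates of at least 80%, whatever share of replicates individually reach that level; inactive means mean lysis activity below 80%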
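Signal: Adenylate kinase release luminescence | Assay system: Log-phase Cryptococcus neoformans yeast cells | Input: Cells at 5 × 10^6 per mL | Buffer or medium: Fresh YPD growth medium | Compound: Single dose | Schedule: Static 4 h at 37 °C with compound, 1 h detection | Controls: Clomiphene | Read-out: Luminescence rise reflecting yeast cell lysis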
SIRT5 block – sirtuin-5 (human) deacylase inhibition; Q9NXA8; Purified SirT5, succinyl-peptide AMC, trypsin-coupled fluorescence; inhibition, % at 15 µM; 330,000 compounds, 1.1% hits; in the data active means inhibition above about 15%; inconclusive means no clear call, values can overlap the other calls
Target sequence (Q9NXA8 whole entry, looked up): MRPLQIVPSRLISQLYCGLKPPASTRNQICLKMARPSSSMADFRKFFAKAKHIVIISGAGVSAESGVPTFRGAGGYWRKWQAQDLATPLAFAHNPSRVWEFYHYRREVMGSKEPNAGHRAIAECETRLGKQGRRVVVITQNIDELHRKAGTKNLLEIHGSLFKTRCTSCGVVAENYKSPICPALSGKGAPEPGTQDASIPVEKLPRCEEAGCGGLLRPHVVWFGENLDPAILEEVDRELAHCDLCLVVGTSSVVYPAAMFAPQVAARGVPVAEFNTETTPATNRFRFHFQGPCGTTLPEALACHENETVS
ARNT TACC3 PPI – ARNT/TACC3 interaction disruption; Q9Y6A5; AlphaScreen His-ARNT PAS-B/GST-TACC3 binding, luminescence; TACC3 fragment carries E629A point mutation; inhibition, % at 9.99 µM; 390,000 compounds, 0.66% hits; AID 623870;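 active means mean inhibition of replicates at least 50% and at least half of replicates each reaching 50%; inconclusive means half or more replicates reach 50% but mean below 50%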;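 further: 0% = complete ARNT plus TACC3 wells and 100% = ARNT alone without TACC3; many hits fall short of the cut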
miR122 inh – blocks miR-122 activity in Huh7 sensor cells; AID 602342; activation (reporter increase), % at 12.5 µM; Huh7 miR-122 Renilla luciferase sensor, 48 h; neutral wells = 0, positive control = 100; 340,000 compounds, 0.3% hits;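 active means mean replicate activation score at least 90 and every replicate individually at or above 90; inconclusive means only one of the two criteria met; inactive means neither criterion met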;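 further: higher luciferase means less miR-122 activity so hits act as miR-122 inhibitors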
ERp5 inh – inhibitors of human ERp5 | Q15084 | ERp5 insulin aggregation, absorbance 650 nm, 90 min | inhibition, % at 9.99 µM | 350,000 compounds, 0.05% hits | AID 651711;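 active means mean replicate inhibition above about 25%, with every replicate also reaching it, limit read from the data, passing the limit was not always enough; inconclusive means only one of those two criteria met; inactive means neither criterion met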
Target sequence (Q15084 whole entry, looked up): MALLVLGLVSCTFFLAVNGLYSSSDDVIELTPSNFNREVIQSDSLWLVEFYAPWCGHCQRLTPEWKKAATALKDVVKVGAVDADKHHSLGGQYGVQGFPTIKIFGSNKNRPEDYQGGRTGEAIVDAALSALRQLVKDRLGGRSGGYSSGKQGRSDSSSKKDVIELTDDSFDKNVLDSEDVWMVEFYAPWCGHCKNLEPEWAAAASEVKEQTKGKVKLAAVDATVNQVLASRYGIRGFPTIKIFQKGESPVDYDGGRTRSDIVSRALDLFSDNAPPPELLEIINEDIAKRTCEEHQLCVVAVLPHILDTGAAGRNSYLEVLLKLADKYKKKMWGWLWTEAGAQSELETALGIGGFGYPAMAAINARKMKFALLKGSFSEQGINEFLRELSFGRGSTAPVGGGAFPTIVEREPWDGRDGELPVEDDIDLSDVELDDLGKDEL
Starred values were filed as active, the others as inactive; ? = inconclusive; nt = not tested or not shown; & = joins results of further samples; [ ] = dose if it differs, or a comment.

SMILES	esBAF inh	Statin myotox sup	Cneo AK release	SIRT5 block	ARNT TACC3 PPI	miR122 inh	ERp5 inh
C[C@@H]1CN([C@@H](C)CO)C(=O)CCCn2nncc2CO[C@@H]1CN(C)C(=O)Nc1ccc(N2CCN(C)CC2)cc1	3&-6&-8	4&-27&12	-1&1	-8&0	14	-2	-3&3
Cc1ccc(NS(=O)(=O)c2ccc(Br)s2)cc1S(=O)(=O)N1CCOCC1	10	16	-1	-5	nt	27	-3
COc1cccc(CN2CCNC(=O)C2CC(=O)NCCn2nc(C)cc2C)c1OC (stereo not drawn)	-7	4	-3	1	0	6	-2
C[C@H]1CCCCO[C@@H](CN(C)C(=O)c2ccncc2)[C@@H](C)CN([C@@H](C)CO)C(=O)c2cc(NS(C)(=O)=O)ccc2O1	-4	nt	-2	-1	-5	6[16.7 µM]	-4
O=C(NC1CCCCC1)C(c1cccs1)N(C(=O)C(F)(F)F)c1ccccc1 (stereo not drawn)	3	-61	-1	nt	-3	10	nt
CNC[C@@H]1OCCCC[C@H](C)Oc2ccc(NS(=O)(=O)c3ccc(F)cc3)cc2C(=O)N([C@@H](C)CO)C[C@H]1C	-4	1	nt	nt	nt	6[16.7 µM]	nt
COc1ccc(NC(=O)Nc2ccc3c(c2)C(=O)N([C@H](C)CO)C[C@H](C)[C@H](CN(C)C)OCCCC[C@H](C)O3)cc1	-2	16	-3	1	6	0[16.7 µM]	-2
CS(=O)(=O)N1[C@@H]2c3ccc(-c4ccc(F)cc4)c(=O)n3C[C@H]1[C@H](CO)[C@H]2C(=O)NCC1CC1	-3	-5	55	-32	-11	1[16.7 µM]	-1
Cc1ccc(N(CC(=O)NCc2ccccc2)C(=O)c2csnn2)cc1	7	0	-1	-4	18	8	1
C[C@@H]1CCCCO[C@H](CN(C)CC2CCCCC2)[C@H](C)CN([C@@H](C)CO)C(=O)c2cc(NC(=O)c3ccccc3)ccc2O1	-2	nt	2	2	10	-2[16.7 µM]	0
CCC1=Nc2cc(C(=O)NCCN3CCOCC3)ccc2Sc2ccc(Br)cc21	-3	-2	2	1	8	2	-1
N#CC1(c2ccccc2)CCCN1C(=O)c1ccccc1Cl (stereo not drawn)	nt	nt	-1	nt	-2	-1	nt
CC(=O)OC1C([N+]2(C)CCCCC2)C[C@H]2C3CC[C@H]4C[C@H](OC(C)=O)C([N+]5(C)CCCCC5)CC4(C)[C@H]3CCC12C (stereo partly drawn)	-11	0	-1	3	1	-3	4
Cc1ccc(-c2ccccc2C2=CC(=O)CC(C)(C)C2=O)cc1	0	15	1	-1	nt	0	-3
C[C@H](NC(=O)C[C@@H]1C=C[C@H](NC(=O)C2CCC2)[C@@H](CO)O1)c1ccccc1	-1	7	0	4	1	nt	-1
COc1ccc(C2=NOC(C(=O)N3CCCCCC3)C2)cc1OC (stereo not drawn)	6	nt	-1	-1	8	0	1
Cc1noc(C)c1S(=O)(=O)N(C)C[C@@H]1OCCCC[C@@H](C)Oc2ccc(NC(=O)CCC(F)(F)F)cc2C(=O)N([C@@H](C)CO)C[C@@H]1C	7	-6	0	nt	-8	1[16.7 µM]	nt
C[C@@H]1CCCCO[C@H](CN(C)C(=O)C2CCCCC2)[C@H](C)CN([C@H](C)CO)C(=O)c2cc(NC(=O)C3CCCCC3)ccc2O1	2	nt	1	2	-3	-10[16.7 µM]	5
COc1cccc(C#Cc2ccc3c(c2)O[C@H](CN(C)S(=O)(=O)c2ccccc2F)[C@H](C)CN([C@@H](C)CO)S3(=O)=O)c1	4	19	-3	4	-6	6[16.7 µM]	-4
C/C=C/c1ccc2c(c1)O[C@H](CN(C)Cc1cccc(F)c1)[C@@H](C)CN([C@H](C)CO)S2(=O)=O	0	-25	-9	-1	-1	nt	-138
COCCNC(=O)c1ccc2c(c1)ncn2-c1ccc(F)c(F)c1	18	-42	-4	nt	-4	-5	nt
Cc1nc(C(C)NC(=O)CCc2nnc(CCCc3ccccc3)o2)c(C)s1 (stereo not drawn)	70*	4	2	-2	-6	4	0
COc1ccc(-c2cc(C(=O)N3CCN(C(=O)c4ccccc4F)CC3)[nH]n2)cc1	5	-1	0	-3	-4	3	14
C[C@H](CO)N1C[C@H](C)[C@H](CN(C)S(=O)(=O)c2ccc(F)cc2)Oc2ncc(C#CC3(O)CCCC3)cc2C1=O	2	-16	-3	2	-13	-2[16.7 µM]	8
C[C@H]1CN([C@@H](C)CO)C(=O)c2cccc(NC(=O)c3ccncc3)c2O[C@@H]1CN(C)S(=O)(=O)c1ccccc1	-8	3	2	nt	nt	-4[16.7 µM]	-1

Following part.
SMILES	esBAF inh	Statin myotox sup	Cneo AK release	SIRT5 block	ARNT TACC3 PPI	miR122 inh	ERp5 inh
COC(=O)C1CCN(C(=O)c2oc3c(Cl)cc(C)cc3c2C)CC1	26	8	-1	-2	-23	4	2
Clc1ccc(SCc2nc3ccccc3[nH]2)cc1	36	31	7	nt	5	-1	nt
CNC[C@@H]1Oc2ccc(NC(=O)C3CC3)cc2CC(=O)N([C@@H](C)CO)C[C@@H]1C	-1	-10	nt	nt	nt	-2[16.7 µM]	nt
C=CCc1ccc(OCCCNC2CCCC2)c(OC)c1	-3	21	-3	2	-3	-11	0
[O-][n+]1c2ccc3nonc3c2nn1-c1ccccc1Cl	-7	23	-1	-1	3	-7	2
O=C(NN1C(=O)NC2(CCCCC2)C1=O)c1ccc(-c2ccc([N+](=O)[O-])cc2)o1	4	-4	1	3	13	nt	-1
CO[C@@H]1CN(C)C(=O)c2cc(NC(C)=O)ccc2OC[C@H](C)NC[C@@H]1C	-3	9	-3	0	-1	nt	7
N#C[C@H]1[C@H](c2ccc(C3=CCCC3)cc2)[C@H](CO)N1C(=O)NC1CCCC1	8	5	47	5	9	nt	-3
O=C(CN1C(=O)S/C(=C\c2cccc(Cl)c2)C1=O)NC1C=CS(=O)(=O)C1 (stereo not drawn)	12	31	-2	-4	-6	-3	1
Cc1ccc(-n2nnnc2SCC(=O)NCC2(N3CCOCC3)CCCCC2)cc1	nt	nt	nt	-2	-4	nt	3
CCC(C)[C@H](NC(=O)NCc1ccc(Cl)cc1)C(=O)O (stereo partly drawn)	nt	nt	nt	4	-4	nt	-2
Cn1cccc1C(=O)OCc1cc(Cl)cc2c1OCOC2	37	-10	-1	nt	0	9	nt
Cn1c(SCC(=O)N2CCN(S(=O)(=O)c3ccc(Cl)cc3)CC2)nc2ccccc21	1	2	3	nt	-4	-4	nt
CN(c1ccccc1)S(=O)(=O)c1cccc(NC(=O)C2CCCO2)c1 (stereo not drawn)	1	4	-1	-2	-10	-4	-3
CCCC#Cc1ccc2c(c1)O[C@@H](CN(C)C(=O)C1CC1)[C@@H](C)CN([C@@H](C)CO)S2(=O)=O	6	3	16	-3	-6	8[16.7 µM]	-7
COc1ccc(C#Cc2ccc3c(c2)O[C@H](CN(C)C(=O)CN2CCOCC2)[C@H](C)CN([C@H](C)CO)S3(=O)=O)cc1	3	18	1	-11	6	-50[16.7 µM]	2
C[C@H](CO)N1C[C@H](C)[C@H](CN(C)C(=O)Nc2cccc3ccccc23)Oc2ncccc2C1=O	-1	1	-8	1	17	-7[16.7 µM]	4
C[C@H](CO)N1C[C@H](C)[C@@H](CN(C)C(=O)CCC(F)(F)F)OCCCC[C@H](C)Oc2ccc(NS(=O)(=O)c3ccccc3)cc2C1=O	1	nt	-5	7	-1	-4[16.7 µM]	6
COc1cccc(C#Cc2ccc3c(c2)O[C@H](CN(C)C(=O)c2ccccn2)[C@H](C)CN([C@H](C)CO)S3(=O)=O)c1	5	?	-2	2	0	-1[16.7 µM]	11
COc1ccc(S(=O)(=O)Nc2ccc3c(c2)CC(=O)N([C@H](C)CO)C[C@@H](C)[C@H](CN(C)S(=O)(=O)c2ccc(F)cc2)O3)cc1	1	2	1	nt	3	-6[16.7 µM]	nt
COc1ccc(NC(=O)N(C)C[C@H]2Oc3ccc(NC(=O)Cc4cn(C)c5ccccc45)cc3CC(=O)N([C@@H](C)CO)C[C@@H]2C)cc1	-1	-16	0	3	28	8[16.7 µM]	12
CCCCCN(C(=O)COC(=O)Cc1c(C)nc2ccccc2c1C)c1c(N)n(CCCC)c(=O)[nH]c1=O	nt	nt	nt	5	-1	nt	-1
CC(C)Oc1c(Cl)cc(CNC(C)(C)CO)cc1Cl	-3	25	-1	nt	-4	3	nt
Cc1ccc(C(=O)OCC(=O)N2CCNC2=O)c(C)c1	35	2	1	11	28	nt	8
COc1ccc(NC(=O)Nc2cccc3c2O[C@H](CN(C)C(=O)Nc2ccccc2)[C@@H](C)CN([C@@H](C)CO)C3=O)cc1	7	-15	-4	-3	-8	2[16.7 µM]	-3

Other compounds.
SMILES	esBAF inh	Statin myotox sup	Cneo AK release	SIRT5 block	ARNT TACC3 PPI	miR122 inh	ERp5 inh
N#CCSc1nc2ccccc2c(=O)n1C1CCCCC1	nt	nt	nt	-4	0	nt	0
O=C(NCCN1CCOCC1)c1ccc(Cl)cc1O	9	0	0	nt	-1	4	3
C[C@H]1CCCCO[C@@H](CN(C)C(=O)Nc2ccccc2)[C@@H](C)CN([C@@H](C)CO)C(=O)c2cc(NS(=O)(=O)c3cccs3)ccc2O1	3	nt	-3	2	-4	3[16.7 µM]	-3
CSc1ccccc1NC(=O)C1(C)CCN1C(=O)Cc1ccc(-c2ccccc2)cc1 (stereo not drawn)	-1	4	-1	-1	nt	10	2
Cc1noc(C)c1NC(=O)N(C)C[C@@H]1Oc2ncc(/C=C/c3ccccc3)cc2C(=O)N([C@H](C)CO)C[C@H]1C	5	27	0	-9	-4	-4[16.7 µM]	-4
CC(=O)N1c2ccc(S(=O)(=O)N3CCC(C(=O)N4CCCCC4)CC3)cc2CC1C (stereo not drawn)	-8	-6	-1	-3	-18	-5	-5
COc1ccc2cc(C(C)C(=O)OC(C)C)ccc2c1 (stereo not drawn)	17	-5	-1	nt	-6	-6	8
CCC1CCCCN1S(=O)(=O)c1ccc(S(=O)(=O)N2CCN(S(=O)(=O)CC)CC2)cc1 (stereo not drawn)	2	nt	1	nt	1	-1	nt
O=C(NCc1nc2ccccc2[nH]1)C1=C[C@@H](C2CCCCC2)C[C@@H](OCCCCO)O1	-8	-15	0&0	1&11	nt	3	-5&4
COc1ccc(C2CC(=O)N3C(=C2C#N)SCC3(O)c2ccccc2)cc1 (stereo not drawn)	-13	27	2	nt	2	-1	nt
C[C@@H]1CN([C@@H](C)CO)S(=O)(=O)c2ccc(C3=CCCC3)cc2O[C@@H]1CN(C)Cc1ccncc1	-2	-12	0	1	4	12[16.7 µM]	5
Cc1noc(C)c1NC(=O)Nc1ccc2c(c1)C(=O)N([C@@H](C)CO)C[C@H](C)[C@H](CN(C)Cc1ccc3c(c1)OCO3)OCCCC[C@@H](C)O2	-4	nt	0	nt	-9	0[16.7 µM]	nt
COc1ccc(-c2noc(-c3ccccc3F)n2)cc1	-15	-9	-11	nt	0	-8	5
CO[C@H]1CN(C)C(=O)c2cc(NC(=O)C3CCOCC3)ccc2OC[C@H](C)N(Cc2nccs2)C[C@@H]1C	2	8	0	-3	-71	nt	6
O=C(C[C@@H]1CC[C@H]2[C@@H](COC[C@@H](O)CN2S(=O)(=O)c2ccccc2)O1)NCc1ccc2c(c1)OCO2	-3	0	7	-1	1	-3[16.7 µM]	6
COc1nc2ccccc2nc1CCC(=O)O	-4	4	1	1	-4	0	-4
Fc1ccc(-n2nnc(-c3ccccc3Br)n2)cc1	2	0	-2	3	-4	2	4
CCCCn1c(/N=C/c2c[nH]c3ccccc23)nc2ccccc21	-7	-9	-1	nt	6	1	nt
CC1Oc2ccccc2N(CC(=O)N2CCCC2)C1=O (stereo not drawn)	-10	8	0	-3	9	0	3

Single values from the list.
O=C(NCCN1CCOCC1)c1ccc(Cl)cc1O @ Cneo AK release = 0
CCC1CCCCN1S(=O)(=O)c1ccc(S(=O)(=O)N2CCN(S(=O)(=O)CC)CC2)cc1 (stereo not drawn) @ ARNT TACC3 PPI = 1
